Screening results deposited in PubChem BioAssay by several laboratories.
RSV antiviral HEp-2 – RSV antiviral activity via CPE protection, HEp-2 cells, primary 10 µM value included (AID 2391). CPE inhibition, % at 10 µM; hits with a dose series show IC50 in µM. HEp-2 cells, RSV-induced CPE inhibition; higher % means a stronger effect. hit rate 0.13% among 310,000; in the data active means a potency from the dose series; inconclusive means CPE inhibition mostly from about 23% at the one dose, without a potency; inactive means the rest, 99 in 100 with CPE inhibition below about 21%; further: strong numbers were not always called active
HIV peptide binding – inhibitors of HIV fusion peptide binding, primary screen, biochemical, uHTS, fluorescence dequenching (AID 1986); inhibition, % at 20 µM, or IC50 in µM where a hit was titrated; cell-free peptide binding, fluorescence dequenching, 30 min; higher % means a stronger effect; hit rate 0.3% among 290,000; in the data active means inhibition mostly above about 52%, no sharp cut-off; inactive means mostly below about 76%; further: some results filed as inactive read as strong as hits
Dengue-2 NS5 capping – Dengue-2 NS5 methyltransferase inhibitors, primary screen, biochemical, confirmation dose response (AID 588689); Dengue-2 NS5 methyltransferase capping enzyme assay, biochemical; higher % means a stronger effect; one-dose inhibition, % at 25 µM; IC50 in µM for titrated hits; hit rate 0.3% among 340,000; in the data active means a potency from the dose series; inconclusive means inhibition above about 29% without an active follow-up result
SV40 large T antigen – TAg ATPase/helicase activity blockers – biochemical (AID 1903); SV40 large T antigen ATPase/helicase inhibition assay; higher % means a stronger effect; inhibition, % at 20 µM; hits with a dose series show IC50 in µM; hit rate 0.39% among 310,000; in the data active means a potency from the dose series; inconclusive means inhibition mostly from about 32% at the one dose, without a potency; inactive means the rest, 99 in 100 with inhibition below about 32%; further: strong numbers were not always called active
MgcRacGAP inhibition – MgcRacGAP GTPase-activating activity inhibitors, confirmation, biochemical, ADP Hunter fluorescence. one-dose inhibition, % at 30 µM; IC50 in µM for titrated hits. MgcRacGAP-stimulated Rac1 GTP hydrolysis, ADP Hunter fluorescence; higher % means a stronger effect; GST-tagged Rac1 F28L mutant substrate. hit rate 0.6% among 340,000. AID 624330;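 active means first-screen hits whose inhibition reached a set limit at any dose in the follow-up dose series; inconclusive means inhibition above the set first-screen limit but never retested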;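 further: fluorescence reports GDP produced by GAP-driven GTP hydrolysis; strong numbers were not always called active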
XIAP antagonists – XIAP antagonists, biochemical, IAP family, fluorescence polarization (AID 1018) | XIAP BIR domain, fluorescence polarization peptide displacement; higher % means a stronger effect | displacement, % at 20 µM; hits with a dose series show IC50 in µM | hit rate 0.007% among 200,000; in the data active means displacement above about 50%; further: a part of the inactive calls stands beside numbers as strong as those of hits
SIAH1 antagonists – blockers of Siah-1 interaction with plectin peptide – biochemical, fluorescence polarization, rhodamine-plectin, uHTS, primary screen (AID 1817); displacement, % at 20 µM; hits with a dose series show IC50 in µM; Siah-1 / rhodamine-plectin peptide fluorescence polarization; higher % means a stronger effect; hit rate 0.02% among 290,000;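 active means displacement of at least 50% at 20 µM, with a fluorescence ratio check between 0.3 and a set limit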;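 further: plate controls were Siah plus tracer with DMSO for no effect and tracer alone without Siah for full effect; strong numbers were not always called active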
LYP phosphatase – PTPN22 lymphoid phosphatase activity blockers – biochemical, fluorescence intensity, uHTS (AID 1779); recombinant LYP phosphatase, fluorescence intensity; higher % means a stronger effect; one-dose inhibition, % at 11.5 µM; IC50 in µM for titrated hits; hit rate 0.054% among 290,000; in the data active means inhibition above about 50%;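 further: plate controls were vehicle with enzyme for no effect and no enzyme for full effect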
AID2073 – inhibitors of Mint1-CaV2.2 protein interaction, biochemical, HTRF (AID 2073). HTRF protein-protein interaction, Mint1-CaV2.2; higher % means a stronger effect. one-dose inhibition, % at 20 µM; IC50 in µM for titrated hits. hit rate 0.19% among 290,000; in the data active means inhibition mostly above about 51%, no sharp cut-off; inconclusive means no clear call, values can overlap the other calls; inactive means mostly below about 53%; further: some results filed as inactive read as strong as hits
Dengue-2 NS5 capping pilot replicate – further read-out of Dengue-2 NS5 capping, marked with its call; inhibition, %; measured here: pilot screen replicate inhibition
The depositor's hits bear a star; ? = inconclusive; . = no result given.

Start of the data: the first 2 compounds, to show the layout:
SMILES	RSV antiviral HEp-2	HIV peptide binding	Dengue-2 NS5 capping	SV40 large T antigen	MgcRacGAP inhibition	XIAP antagonists	SIAH1 antagonists	LYP phosphatase	AID2073	others
CCC(=O)N1N=C2CC(C)(C)OCC2C1c1ccccc1 (configuration not stated)	0.8%	0.3%	-5%	14%	-4%	-7.0%	12%	-6%	-3%
Cc1ccccc1N(CC(=O)Nc1ccc(F)cc1)S(C)(=O)=O	1.1%	-1.6%	-7%	1%	6%	1.1%	0%	-10%	7%

This part in full, previewed entries included:
SMILES	RSV antiviral HEp-2	HIV peptide binding	Dengue-2 NS5 capping	SV40 large T antigen	MgcRacGAP inhibition	XIAP antagonists	SIAH1 antagonists	LYP phosphatase	AID2073	others
CCC(=O)N1N=C2CC(C)(C)OCC2C1c1ccccc1 (configuration not stated)	0.8%	0.3%	-5%	14%	-4%	-7.0%	12%	-6%	-3%
Cc1ccccc1N(CC(=O)Nc1ccc(F)cc1)S(C)(=O)=O	1.1%	-1.6%	-7%	1%	6%	1.1%	0%	-10%	7%
O=C(CCc1c[nH]c2ccccc12)NCC(=O)Nc1ccc(F)c(F)c1F	-1.9%	1.9%	-3%	7%	8%	-5.5%	3%	-6%	2%
COc1ccc(N(CC(=O)Nc2ccc(OC)cc2OC)S(=O)(=O)c2ccccc2)cc1	7.2%	-0.1%	-3%	0%	1%	-4.9%	6%	1%	8%
O=c1[nH]c2cc3c(cc2cc1C(c1nnnn1Cc1ccccc1)N1CCN2CCCC2C1)OCCO3 (configuration not stated)	0.7%	2.7%	-3%	19%	6%	-5.8%	-2%	-14%	45%
Cn1cccc1C(=O)NC(=O)COC(=O)C12CC3CC(CC(O)(C3)C1)C2	1.5%	11%	-1%	0%	0%	-1.0%	0%	8%	6%
CCn1c(O)c(N=NC(=O)CNC(=O)c2ccccc2F)c2ccccc21	3.0%	-0.2%	2%	7%	7%	.	-3%	-6%	1%
CCOC(=O)c1c(C)[nH]c(C)c1C(=O)COC(=O)[C@@H]1CCCN1S(=O)(=O)c1ccc(Cl)cc1	0.9%	7.0%	-9%	8%	-1%	-0.2%	-1%	-2%	4%
COc1ccc(/C=c2\sc3nc(-c4ccccc4OC)nn3c2=O)c(OC)c1	0.7%	11%	?	5%	6%	-4.2%	2%	3%	27%
Cc1cc(=O)oc2cc(OC(C)C(=O)N3CCCc4ccccc43)ccc12 (configuration not stated)	4.1%	1.7%	-3%	7%	5%	-0.9%	0%	8%	1%
COc1cccc(/C=C2\C(=O)C(=O)c3ccccc32)c1	1.2%	0.8%	13µM*	11%	47µM*	-2.8%	1%	-1%	20%
COc1ccc(C(=O)C[n+]2cccc(C)c2C)cc1[N+](=O)[O-]	-0.2%	-0.6%	-3%	2%	3%	-4.4%	-4%	3%	4%
Cc1noc(NC(=O)c2ccccc2Cl)c1C#N	0.3%	1.0%	-1%	4%	5%	-0.6%	0%	-8%	-6%
CC1CCN(CC(=O)N2CCN(c3ccccc3)CC2)CC1	-0.5%	-0.1%	-5%	7%	11%	.	2%	-8%	2%
COc1cc2nc(-c3ccc(Br)o3)oc(=O)c2cc1OC	-0.2%	-1.6%	-1%	-9%	2%	-4.8%	-5%	-3%	-2%
O=S1(=O)C=CC(Nc2ccccc2)C1 (configuration not stated)	1.4%	-0.2%	-1%	13%	-1%	-3.6%	1%	-12%	10%
COc1ccc(C2CC2/C(=N/O)c2ccccn2)cc1 (configuration not stated)	1.9%	-3.3%	0%	4%	-2%	-3.7%	8%	-3%	1%
CCN(CC#CCC(O)(c1ccccc1)c1ccccc1)C(C)C	0.2%	-0.7%	1%	7%	6%	-10%	-2%	-14%	-3%
COC(=O)CS(=O)(=O)c1ccc(C)cc1	1.9%	-0.1%	-5%	1%	6%	-9.3%	-4%	-10%	-4%
O=C(Nc1cccnc1)c1cnc2ccccc2n1	0.8%	31%	.	10%	8%	-3.4%	1%	0%	1%
COc1cc(C(=O)COC(=O)CNC(=O)C2CCCCC2)cc(OC)c1OC	0.5%	-0.3%	8%	11%	5%	-1.9%	-4%	-6%	3%
N#CCSc1nc2ccccc2c(=O)n1C1CCCCC1	-0.2%	0.5%	-4%	5%	4%	0.9%	5%	-3%	11%
[N-]=[N+]=N[C@@H](CCN1CC[C@H](O)CCC1=O)c1ccccc1	4.2%	0.6%	-2%	18%	6%	.	-2%	-14%	12%
CC12CN3CC(C)(CN(C1)C3c1ccccc1Cl)C2O (configuration not stated)	1.8%	-1.2%	-2%	1%	10%	-8.2%	0%	-4%	-3%
Cc1ccc(NC(=O)O/N=C2\CCCCC2c2ccc([N+](=O)[O-])cc2[N+](=O)[O-])cc1 (configuration not stated)	7.5%	-0.6%	6%	6%	8%	-1.3%	-3%	2%	11%
CCO[C@H]1OC(C(=O)NCc2ccccc2)=C[C@@H](C)[C@@H]1CCCO	-0.1%	1.4%	-6%	5%	4%	-0.6%	14%	-3%	2%
COc1cc(OC)cc(C(=O)NC(=S)NCc2ccco2)c1	-0.1%	-3.3%	-5%	1%	10%	-11%	1%	6%	-3%
CCCCOC(=O)Cc1c(O)c2ccccc2[nH]c1=O	2.8%	-1.4%	-2%	1%	4%	0.9%	-4%	-12%	11%
Cc1cc(Cl)ccc1OCCCC(=O)N/N=C/c1cccc([N+](=O)[O-])c1	0.0%	-1.4%	-1%	3%	8%	-1.0%	-2%	-6%	-2%
CC(C)Cc1nnc(NC(=O)CCC(=O)Nc2ccc(F)cc2)s1	0.1%	-1.3%	-9%	15%	-2%	-4.8%	3%	-2%	2%
COc1ccc(NC(=O)c2ccccc2S(=O)c2ccccc2C#N)cc1 (configuration not stated)	-1.0%	-1.5%	4%	-10%	7%	-0.6%	18%	-9%	-6%
CCc1ccccc1NC(=S)NCc1cccn1C	1.6%	4.1%	4%	11%	-4%	-6.2%	10%	2%	9%
Cc1onc(-c2ccccc2)c1C(=O)NC(=S)NNC(=O)c1ccc(O)cc1O	?	8.1%	2%	29%	10%	-16%	-11%	-1%	-6%
CCOC(=O)C1(Cc2ccc(Cl)cc2)CCN(C(=O)CCc2ccncc2)CC1	3.3%	-1.4%	-7%	55%	1%	-9.3%	-1%	-5%	-6%
CCOc1cccc(-c2c(C(=O)N/N=C/c3ccoc3)nnn2-c2nonc2N)c1	1.5%	-0.1%	-2%	13%	5%	.	2%	-5%	9%
O=C(NC1CCN(C(=S)NCc2ccco2)CC1)c1ccc(F)cc1	-0.2%	0.9%	-10%	11%	5%	-3.7%	4%	-2%	-6%
COc1ccc(NC(=O)CSc2nc3ccccc3nc2N2CCOCC2)c(OC)c1	2.8%	0.2%	0%	9%	6%	.	10%	-10%	-1%
Cc1cccnc1NC(=O)CCc1nnc2ccc(NCc3ccco3)nn12	0.8%	-1.1%	13%	4%	-33%	.	-4%	-10%	7%
CCN(CCCCCCN)c1ccc2c(=O)[nH][nH]c(=O)c2c1	0.0%	3.4%	-4%	9%	4%	-6.1%	14%	-2%	42%
O=C(C1=C[C@@H](C2CCCCC2)C[C@@H](OCc2ccc(CO)cc2)O1)N1CCN(Cc2ccccc2)CC1	-4.4%	3.8%	2%	3%	12%	-5.8%	2%	11%	14%
Cc1ccc(NC(=O)CS(=O)CC(=O)NCC2OCCc3ccccc32)c(C)c1 (configuration not stated)	1.6%	0.7%	1%	-5%	-1%	-1.7%	1%	-7%	-1%
O=C1[C@@H]2C(Cc3ccc(O)cc3)NC3(C(=O)Nc4ccc(F)cc43)[C@@H]2C(=O)N1c1ccccc1 (some centres not stated)	0.1%	4.1%	-2%	12%	2%	-4.1%	-3%	2%	3%
Cc1onc(-c2ccccc2Cl)c1C(=O)N1CCN(c2ccc(F)cc2)CC1	0.5%	-1.5%	1%	3%	3%	.	-2%	-10%	7%
CC1CCCCN1CCNC(=O)C1CCN(S(=O)(=O)N2CCCCC2)CC1 (configuration not stated)	-0.4%	5.2%	2%	12%	2%	-2.0%	2%	-9%	8%
Oc1ccc(Cl)cc1CNCc1ccc(Cl)cc1	-1.1%	.	-8%	11%	5%	.	.	.	.
Cc1ccc(C(=O)Oc2cccnc2)cc1[N+](=O)[O-]	0.0%	0.8%	-12%	17%	17%	-5.3%	-3%	-2%	-1%
O=C1c2cccc3cccc(c23)C(=O)N1c1cccnc1	-0.8%	1.3%	-2%	17%	12%	-6.7%	1%	-4%	0%
O=C(O)CCn1cc(/C=C/C(=O)c2ccc(Cl)cc2)c(-c2cccc(Br)c2)n1	?	28µM*	52µM*	19%	12%	.	-1%	2%	22%
O=C(CSc1ncn[nH]1)OCN1C(=O)c2ccccc2C1=O	0.1%	-0.6%	-7%	7%	6%	2.8%	-2%	-11%	-6%	Dengue-2 NS5 capping pilot replicate=1.5
c1cnc(SCCOc2cccc3ccccc23)nc1	7.9%	-2.9%	-7%	-1%	8%	42%	-6%	-7%	-5%
OCCC1CN(Cc2ccccc2-c2ccco2)CCN1Cc1ccccc1 (configuration not stated)	-2.0%	0.0%	1%	7%	-12%	-4.1%	4%	-11%	5%
Cc1nn(C)c(NC(=O)c2ccc([N+](=O)[O-])cc2)c1Cl	7.5%	-0.8%	4%	8%	8%	.	12%	-7%	-1%
Cc1ccc(C(=O)NC2CCS(=O)(=O)C2)cc1S(=O)(=O)N1CCOCC1 (configuration not stated)	2.2%	1.4%	-3%	3%	6%	-3.4%	3%	5%	9%
CN(Cc1nc(-c2cccs2)no1)CC1(N2CCOCC2)CCCCC1	-1.2%	0.2%	-6%	8%	11%	-2.9%	3%	-10%	6%
CCN(CC(=O)Nc1c(F)cccc1F)C(=O)C(C)SCc1nc2sc(C)c(C)c2c(=O)[nH]1 (configuration not stated)	3.3%	1.5%	3%	17%	10%	.	-6%	-21%	8%
COc1ccccc1-c1c(C)c(C)nc(N)c1C#N	1.5%	28%	3%	11%	4%	0.1%	2%	-7%	6%
CCCCN(C(=O)c1cc(S(=O)(=O)N2CCCCCC2)ccc1OC)c1ccccc1	8.2%	.	1%	7%	9%	.	.	.	.
C/C=C/CSc1nc2c(c(=O)[nH]c(=O)n2C)n1C(C)C	-0.3%	0.7%	-3%	-2%	8%	-5.8%	2%	-3%	-6%
O=C(Nc1ccccc1Br)c1ccc(OC(=S)N2CCOCC2)cc1	0.0%	0.0%	4%	13%	0%	-1.8%	8%	-2%	20%
O=C(OCC(=O)N1CCOCC1)c1ccc(N2CCOCC2)c([N+](=O)[O-])c1	1.7%	-2.2%	0%	12%	8%	-7.1%	4%	-9%	-1%
COc1ccccc1/C=C1\SC(=S)N(CCC(=O)NNC(=O)c2ccccc2OC)C1=O	2.6%	3.1%	6%	7%	10%	.	-6%	9%	8%
O=Nc1c(O)n(Cc2cccc(Cl)c2)c2ccccc12	38%	-0.3%	2%	-6%	10%	-2.6%	0%	-8%	7%
Cn1c(=O)[nH]c(=O)c2c1nc(Br)n2CC(O)COc1ccccc1 (configuration not stated)	0.5%	1.7%	-5%	17%	2%	-5.1%	-5%	-4%	36%
